FECH inh = human FECH heme synthesis enzyme inhibition. calls only at 10 µM (by protocol). AID 1671448. 3.3% of 20,000 active. P22830. purified FECH, Ni-mesoporphyrin absorbance 550 nm;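 active = enzyme reaction rate more than 3 SD below the solvent-only control wells on the same plate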;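 note: lower slope than DMSO wells means FECH inhibition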
Target sequence (P22830 whole entry, looked up): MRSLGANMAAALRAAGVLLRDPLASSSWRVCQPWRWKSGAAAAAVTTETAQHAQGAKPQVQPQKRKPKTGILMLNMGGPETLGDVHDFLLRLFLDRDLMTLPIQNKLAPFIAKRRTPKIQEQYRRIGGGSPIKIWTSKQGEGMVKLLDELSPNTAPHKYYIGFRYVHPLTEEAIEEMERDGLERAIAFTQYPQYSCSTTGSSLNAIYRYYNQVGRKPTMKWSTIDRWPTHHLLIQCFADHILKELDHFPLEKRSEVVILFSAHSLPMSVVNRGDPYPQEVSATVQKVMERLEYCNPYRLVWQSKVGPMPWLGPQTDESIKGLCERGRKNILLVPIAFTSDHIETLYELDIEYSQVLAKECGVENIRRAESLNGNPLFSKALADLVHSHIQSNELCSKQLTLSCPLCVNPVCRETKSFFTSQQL
Calls only; i = inactive; + = active, no number. Not all compounds are listed. The share of hits here may be higher or lower than overall.

FECH inh	molecule
i	Cc1ccc(N(Cc2nc3nc(C)cc(C)n3n2)C(=O)c2cccc(Cl)c2)cc1
i	Cc1ccsc1[C@@H]1CCN(C(=O)CCc2nncn2C)C[C@H]1O
i	Cc1cc(N(C)C)nc(Nc2ccc(NC(=O)CCC3CCCC3)cc2)n1
i	Cc1cc(C)n2nc(N(Cc3c(F)cccc3Cl)S(=O)(=O)c3ccccc3)nc2n1
i	N[C@@H](C(=O)NCC1=CCCCC1)c1ccccc1
i	COCc1nc2cccnc2n1C1CCN(S(=O)(=O)c2ccc(OC)c(OC)c2)CC1
i	CCc1cn[nH]c1C1CCCN(C(=O)c2cc3cc(Cl)cc(OC)c3o2)C1 (stereo unspecified)
i	Fc1ccc(Nc2nc(N3CCC(Cc4ccccc4)CC3)nc3c2cnn3-c2ccccc2)cc1
i	COc1ccc(NC(=O)CSc2ncnc3nc(N(C)C)sc23)cc1Cl
i	CCCc1cc(Sc2ccc(NS(=O)(=O)c3ccc(CC)cc3)cc2)n2ncnc2n1
i	CCn1nc(C)c(NC(=O)CN2CC[C@@H](F)C2)c1C
i	CN(Cc1ccc(-n2cccn2)cc1)Cc1ncccc1C(=O)O
i	Cc1cc(N2CCCC2)nc(Nc2ccc(NC(=O)CCCc3ccccc3)cc2)n1
i	Cc1ccc(-c2ccnc(NCC3(Cn4cccn4)CC3)n2)c(C)n1
i	COc1ccc(NC(=O)c2ccc(CN3C(=O)CCn4nc(C)cc43)cc2)cc1
i	Cc1nccn1CCCN1CCCCC1c1ccccn1 (stereo unspecified)
i	CC(=O)Nc1ccc(Nc2nc(C)cc(N(C)C)n2)cc1
i	Clc1nc(-c2ccccc2CN2CCOCC2)ns1
i	Cc1cc(F)ccc1NC(=O)CNCc1ccc2c(c1)OCO2
i	Cc1ccc(-c2ccnc(NC3CC(=O)N(CC(C)(C)C)C3)n2)c(C)n1 (stereo unspecified)
i	CCC(=O)Nc1ccccc1-c1nnc(SCC(=O)Nc2ccccc2)[nH]c1=O
i	COc1ccc(NC(=O)CSc2cc(N3CCCCC3)ncn2)cc1OC
i	COc1cc(-c2cccc3cccnc23)ccc1NC(C)=O
i	CC(=O)N1CCCn2nc(C(=O)NC(C)Cc3cc(C)[nH]n3)cc2C1 (stereo unspecified)
i	CCc1cc(Sc2ccc(NC(=O)COc3ccccc3C)cc2)n2ncnc2n1
i	Cc1ccc(CN(C(=O)c2ccc(=O)[nH]c2)C2CCCC2)s1
i	O=C1CN(Cc2cccc(Cl)c2)S(=O)(=O)c2ccccc2N1Cc1cccc(C(F)(F)F)c1
+	NS(=O)(=O)c1ccc(CCNC(=O)CCn2cnc3c([nH]c4ccccc43)c2=O)cc1
i	Cc1ccc(C2=CC(c3ccc(F)cc3)n3nc(NS(C)(=O)=O)nc3N2)cc1 (stereo unspecified)
i	Cc1ccnc(C(NC(=O)c2cccc(-n3cccn3)c2)C2CC2)c1 (stereo unspecified)
i	Cc1ccsc1CN(CCN(C)C)C(=O)c1ccc2c(c1)nnn2C
i	CC(C)c1cc(-c2nn3c(Cc4ccccc4)nnc3s2)no1
i	CC(C)C(=O)NCCn1cc(C(C)c2ccccc2)nn1 (stereo unspecified)
i	CC(C)Cc1ncc2c(n1)CN(C(=O)c1ccn3nnnc3c1)C2
+	Cc1ccc(Cl)cc1NCc1cc(=O)n2[nH]c(-c3ccc(C(C)(C)C)cc3)nc2n1
i	COc1ccc(Cl)cc1NC(=O)Nc1ccccc1Sc1cc(C)nc2ncnn12
i	COc1cccc2ccc(CN3CCN(c4ccc(C(C)=O)cc4)CC3)nc12
i	Cc1ccc2c(c1)C(CC(=O)NCCc1cn3nc(C)sc3n1)C(=O)N2 (stereo unspecified)
i	CCOC(=O)Cn1c(=O)n(-c2ccc(F)cc2)c2nc(-c3ccccc3OCC)nc(C(N)=O)c21
i	CCn1cnc(NC(=O)N2CCCC(c3ccccc3)CC2)n1 (stereo unspecified)
i	Cc1ccc(N2C(=O)CCS2(=O)=O)cc1S(=O)(=O)Nc1ccc(F)c(Cl)c1
i	Cc1ccc(Cl)cc1NC(=O)CN1CCCN(Cc2cccc(F)c2)S1(=O)=O
i	Cc1ccc(S(=O)(=O)Nc2ccc(Oc3c(C)nc4nc[nH]n4c3=O)cc2)cc1
i	Cc1ccnc(NCCN2CC(=O)N3CC[C@@H](O)C[C@H]3C2=O)c1
i	Cc1ccc(-c2nnc(-c3nc(NCCc4cccs4)c4ccccc4n3)o2)cc1
i	CCOc1ccc(NC(=O)CN2CCN(Cc3ccc(F)cc3)S2(=O)=O)cc1
i	Cc1cc(C(=O)NCc2ccccc2-n2ccnc2C)nc(C)n1
i	CNC(=O)[C@@H]1C[C@@H](N)CN1C(=O)c1ccc(OC)c(COC)c1
i	Cc1cnc(N2CCc3sccc3C2)nc1-c1cnn(C)c1
i	CCC(=O)Nc1ccccc1-c1nnc(SC(C)C(=O)Nc2cccc(C)c2C)[nH]c1=O (stereo unspecified)
i	Cc1cc(Cl)ccc1NC(=O)CCc1c(C)nn(-c2cc(N3CCCC3)ncn2)c1C
i	Cc1ccc(NC(=O)C(C)NCc2ccccc2-n2cccn2)cc1 (stereo unspecified)
i	COc1ncccc1-c1ccc(C(=O)C(C)C)s1
i	CCOc1ccc(CNC(=O)COc2nc(CC)nc3onc(-c4ccc(F)cc4)c23)cc1
i	Cc1ccccc1-c1ncc(-c2nccn2-c2ccc3n[nH]nc3c2)cn1
+	CCN1C(SCC(=O)NCc2ccc(C)cc2)=NS(=O)(=O)c2ccccc21

Further entries follow.
FECH inh	molecule
i	Cc1cc(C)cc(C(=O)Nc2cc(C)nn2-c2ncnc3c2cnn3-c2ccc(F)cc2)c1
i	COc1ccccc1NC(=O)Nc1nc(CC(=O)Nc2c(C)cc(C)cc2C)cs1
i	CCOCCCNc1nc(Nc2cccc(C)c2)c2cnn(-c3ccccc3)c2n1
i	NS(=O)(=O)c1ccc(CCNC(=O)c2csnn2)cc1
i	COc1ccc(Cl)c(-c2nccn2CCNC(C)=O)c1F
i	Cc1cc(C)n(CC(C)NCc2ccc3c(c2)n(C)c(=O)n3C)n1 (stereo unspecified)
i	Cc1cccn2c(CC(=O)NCc3cn4c(n3)SCC4)cnc12
i	COc1cc(C(=O)N2CCNCC2C(=O)NCc2ccccn2)ccn1 (stereo unspecified)
i	Cc1oc(-c2ccc(OC(C)C)cc2)nc1Cn1c(=O)c2cnc(-c3ccncc3)nc2n(C)c1=O
i	CCc1nc(OCC(=O)NCc2ccc(Cl)cc2)c2c(C)c(C)oc2n1
i	CCCC(=O)N1CCC(N2CCN(c3nccc(NCC)n3)CC2)CC1
i	COc1ccc(-c2cc(C(=O)Nc3ccc(C)cc3C)[nH]n2)cc1S(N)(=O)=O
i	COc1cc(-c2cccs2)cc2c1OCCN(Cc1cc(=O)[nH]c(=O)[nH]1)C2
i	Cc1cc(CNc2nccc(CCC(F)(F)F)n2)n[nH]1
i	CCN(Cc1ccncc1)c1nc(C)nc2sccc12
i	Cc1ccc(F)cc1Cn1ccnc1-c1ncc[nH]1
i	COc1ccc(CN2CCCN(Cc3ccccc3Cl)S2(=O)=O)cc1
i	C1=C(Cc2nc(C3CC3)n[nH]2)CCCC1
i	Cc1cccc(N2CCN(C(=O)CCS(=O)(=O)c3ccc4c(c3)CC(=O)N4C)CC2C)c1 (stereo unspecified)
i	C=CCOc1ccccc1CN1C[C@@H]2CNC[C@]2(C(=O)O)C1
i	CNC(=O)CC1CCN(CCC(C)SC)CC1 (stereo unspecified)
i	Cc1ccc2nc(CN(C)C(=O)c3cc(C(C)C)nn3C)[nH]c2c1
i	CC(C)NC(=O)CSc1nc(-c2ccc3c(c2)OCO3)nc2cc(=O)[nH]n12
i	CC(C)(C)NC(=O)CN1C(=O)C2CCCCN2c2ccc(S(=O)(=O)N3CCCCC3)cc21 (stereo unspecified)
i	COc1cc(OC)c(NC(=O)N2CCC(n3cnc4cccnc43)CC2)cc1Cl
i	COc1cccc(-c2cc(N3CCN(C(=O)Nc4ccc(Br)cc4F)CC3)ncn2)c1
i	COC(C)(C)CC(C)NC1CCN(S(C)(=O)=O)CC1 (stereo unspecified)
i	Cc1cncc(C(=O)N2CC(c3ccccn3)C2)c1
i	CCCCN(Cc1nc2nc(C)cc(C)n2n1)C(=O)c1ccc(OC)cc1
i	CCOCCn1nc(C2CCCNC2)n(-c2ccccc2)c1=O (stereo unspecified)
i	CCc1ccccc1OCCN(C)C(=O)c1n[nH]c(CC)c1C
i	Cc1c(C(=O)NCc2snnc2C(C)C)sc2ncn(C)c(=O)c12
i	COc1c(F)ccc(-c2nc(C(C)C)nn2-c2ccccn2)c1F
i	CCC(=O)Nc1cccc(C(=O)N2CCn3cccc3C2CC)c1 (stereo unspecified)
i	COc1cccc(C(=O)Nc2ccc(Nc3nc(C)cc(Nc4ccc(C)cc4)n3)cc2)c1OC
i	CN(C)Cc1ccc(C(=O)N2CCNCC2C(=O)N2CCCC2)o1 (stereo unspecified)
i	CC1CCCCN1C(=O)CSCc1nc(-c2ccc(Cl)cc2)no1 (stereo unspecified)
+	Cc1cc(NC(=O)COc2ccc(C(C)C)cc2)n(-c2ncnc3c2cnn3-c2cccc(C)c2C)n1
i	Clc1ccc(Nc2nc(NCc3cccnc3)nc3c2cnn3-c2ccccc2)cc1
+	CCCc1cc(=O)n2[nH]c(CNc3ccc(F)cc3)nc2n1
i	CC(C)Cc1cc(CNc2ncnc3sc4c(c23)CCNC4)no1
i	Cc1ccccc1NC(=O)CC(=O)NCc1cc(F)ccc1F
i	O=C(NCCNc1ncc(F)c(N2CCCC2)n1)c1cccnc1
i	COc1ccccc1Cn1c(CNS(=O)(=O)c2ccc3c(c2)CCCC3)nc2cccnc21
i	COC(=O)c1ccc(OC)c(CN2CCCN(Cc3cccc(F)c3)S2(=O)=O)c1
i	COc1ccc(NC(=O)CSCc2nc(-c3ccccc3)no2)cc1
i	O=C(CCn1cnc2onc(-c3cc(F)cc(F)c3)c2c1=O)NCCc1cccs1
i	Cc1cc(C)cc(NC(=O)N2CCC(n3cnc4cccnc43)CC2)c1
i	O=C(O)CSc1nnc(CN2CCCCC2)n1-c1cccc(Cl)c1
i	CCC(C(=O)N(Cc1nc2nc(C)cc(C)n2n1)c1ccc(C)cc1)c1ccccc1 (stereo unspecified)
i	CCC(c1ccnn1C)N1Cc2ncccc2C1=O (stereo unspecified)
i	CN1CCN2CCN(C(=O)c3ncoc3C3CC3)CC2C1=O (stereo unspecified)
i	CC(C)CCNC(=O)NCCc1nc2cccnc2n1-c1ccccc1
i	NC(=O)c1cccc(CC2CCN(C(=O)NCCc3ccccc3F)C2)c1 (stereo unspecified)
i	CCC(C)c1ccc(Nc2cc(-n3nc(C)cc3C)ncn2)cc1 (stereo unspecified)
i	CCn1cncc1CNc1nc(-c2ccncc2)nc2c1CCNC2

Later entries.
FECH inh	molecule
i	CSc1nc(-c2ccc(C)cc2)c(C#N)c(N(C)CCO)n1
i	CCNC(=O)C1CCN(Cc2cc3cc(OC)c(OC)cc3[nH]c2=O)C1 (stereo unspecified)
i	Cc1cccc(N2CCN(c3ncc(NS(=O)(=O)c4cc(C)cc(C)c4)cc3C(=O)O)CC2C)c1 (stereo unspecified)
i	c1ccc(CC2(Cc3ccccc3)NCCc3[nH]cnc32)cc1
i	CCC(=O)Nc1nc2n(n1)C(c1ccccc1)C=C(c1ccc(Cl)cc1)N2 (stereo unspecified)
i	COc1cccc(-c2cc(N3CCN(S(=O)(=O)c4ccc(C)c(C)c4)CC3)ncn2)c1
i	COc1nccnc1N1CCC(O)(CO)CC1
i	CCc1nnc(CN(C)Cc2cccc(C(=O)Nc3ccnn3C)c2)o1

A different layout for part of the listing above:
SMILES	FECH inh
COc1ccc(NC(=O)CSCc2nc(-c3ccccc3)no2)cc1	i
O=C(CCn1cnc2onc(-c3cc(F)cc(F)c3)c2c1=O)NCCc1cccs1	i
Cc1cc(C)cc(NC(=O)N2CCC(n3cnc4cccnc43)CC2)c1	i
O=C(O)CSc1nnc(CN2CCCCC2)n1-c1cccc(Cl)c1	i
CCC(C(=O)N(Cc1nc2nc(C)cc(C)n2n1)c1ccc(C)cc1)c1ccccc1 (stereo unspecified)	i
CCC(c1ccnn1C)N1Cc2ncccc2C1=O (stereo unspecified)	i
CN1CCN2CCN(C(=O)c3ncoc3C3CC3)CC2C1=O (stereo unspecified)	i
CC(C)CCNC(=O)NCCc1nc2cccnc2n1-c1ccccc1	i
NC(=O)c1cccc(CC2CCN(C(=O)NCCc3ccccc3F)C2)c1 (stereo unspecified)	i
CCC(C)c1ccc(Nc2cc(-n3nc(C)cc3C)ncn2)cc1 (stereo unspecified)	i
CCn1cncc1CNc1nc(-c2ccncc2)nc2c1CCNC2	i
CSc1nc(-c2ccc(C)cc2)c(C#N)c(N(C)CCO)n1	i
CCNC(=O)C1CCN(Cc2cc3cc(OC)c(OC)cc3[nH]c2=O)C1 (stereo unspecified)	i
Cc1cccc(N2CCN(c3ncc(NS(=O)(=O)c4cc(C)cc(C)c4)cc3C(=O)O)CC2C)c1 (stereo unspecified)	i
c1ccc(CC2(Cc3ccccc3)NCCc3[nH]cnc32)cc1	i
CCC(=O)Nc1nc2n(n1)C(c1ccccc1)C=C(c1ccc(Cl)cc1)N2 (stereo unspecified)	i
COc1cccc(-c2cc(N3CCN(S(=O)(=O)c4ccc(C)c(C)c4)CC3)ncn2)c1	i
COc1nccnc1N1CCC(O)(CO)CC1	i
CCc1nnc(CN(C)Cc2cccc(C(=O)Nc3ccnn3C)c2)o1	i

The list continues:
FECH inh	molecule
i	CCn1c(CNS(=O)(=O)c2cccc3nsnc23)nc2cccnc21
i	CCN(CC)C(=O)C1CCCN(CC(=O)Nc2cnccn2)C1 (stereo unspecified)
i	OCC1(CCc2ccccc2)CCCN(c2ncccc2F)C1 (stereo unspecified)
i	CCn1nc(C)c(C(C)NC(=O)c2ccccc2-c2ncc[nH]2)c1C (stereo unspecified)
i	O=C(NC1CC1)C1CNCCN1C(=O)c1cccc(Oc2ccccc2)c1 (stereo unspecified)
i	Cc1ccc(CNC(=O)C2(C)Cn3nc(C(=O)NCCN4CCOCC4)cc3C(=O)N2C)cc1 (stereo unspecified)
i	Cc1cc(N2CCCC2)nc(Nc2ccc(NC(=O)c3ccc(C)c(C)c3)cc2)n1
i	CCOc1ccc(S(=O)(=O)N2CCN(c3cc(-c4ccc(C)cc4)ncn3)CC2)cc1
i	C/C(=C\c1ccccc1)CN(C)C(C)c1cccnc1 (stereo unspecified)
i	CCC(C)(C)NS(=O)(=O)c1cc(C(=O)N2CCCC2)cs1

High-throughput results (PubChem)
